High-throughput results: PubChem BioAssay, several laboratories
GLD-1 TGE inh = GLD-1-TGE RNA interaction inhibition (C. elegans) | inhibition, % at 5.96 µM | Q17339 | purified GLD-1 + fluorescein TGE RNA, fluorescence polarization | 0.44% of 320,000 active;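 active means percent inhibition above a per-plate cutoff, the plate mean of test compounds plus 3 SD, cut at about 30% in these data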;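 further: 0% = DMSO wells with GLD-1 and probe and 100% = wells lacking GLD-1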
Target sequence (Q17339 whole entry, looked up): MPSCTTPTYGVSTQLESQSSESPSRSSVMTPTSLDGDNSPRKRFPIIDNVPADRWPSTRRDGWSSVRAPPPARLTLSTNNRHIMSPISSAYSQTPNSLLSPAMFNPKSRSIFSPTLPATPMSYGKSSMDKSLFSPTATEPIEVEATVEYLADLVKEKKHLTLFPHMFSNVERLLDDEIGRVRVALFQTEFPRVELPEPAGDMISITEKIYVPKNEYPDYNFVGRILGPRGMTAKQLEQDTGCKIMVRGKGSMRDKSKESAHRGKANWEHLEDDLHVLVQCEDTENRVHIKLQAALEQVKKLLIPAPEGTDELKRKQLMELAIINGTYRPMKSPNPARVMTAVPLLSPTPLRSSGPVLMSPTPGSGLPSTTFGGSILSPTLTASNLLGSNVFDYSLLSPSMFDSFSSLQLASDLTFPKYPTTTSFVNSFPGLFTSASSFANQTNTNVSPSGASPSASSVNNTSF
CIT2-GFP yeast = yeast TOR pathway CIT2-GFP modulation; 0.065% of 320,000 active; GFP response vs DMSO, % at 10 µM; AID 2029; S. cerevisiae CIT2-GFP strain, flow cytometry, 3 h; 100 means same as DMSO wells;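 active means GFP response relative to DMSO above a set limit, near the screen mean plus 3 SD, cut at about 150% in these data; inconclusive means Fewer than 70 cells measured for a yeast strain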;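 further: ratio of well median GFP fluorescence to mean of DMSO wells on the plate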
GRK2 inh = blocks RNA aptamer binding to human GRK2; inhibition of aptamer binding, % at 10 µM; 0.59% of 330,000 active; bead flow cytometry, FAM-aptamer displacement from GRK2; P25098; AID 488847;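 active means inhibition of aptamer binding above 40%, roughly 3 SD of noise, on plates passing a quality check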;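 further: median bead fluorescence of bound FAM aptamer so fluorescent compounds give negative values; no value below 0 was filed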
Bcl-xL primary = Bcl-xL (human) inhibition; 0.7% of 320,000 active; inhibition, % at 10.9 µM; Q07817; GST-Bcl-xL / FITC-Bim BH3 peptide fluorescence polarization; AID 2129;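 active means inhibition above the mean of all tested compounds plus 3 SD, cutoff set per campaign, cut at about 30% in these data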;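 further: 0% = DMSO wells and 100% = unlabeled Bim-BH3 peptide competitor; inhibitors lower millipolarization by displacing the labeled peptide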
Fam108B counter = Fam108B inhibition, counter-screen for RBBP9 inhibitors; recombinant Fam108B, FP-Rh probe fluorescence polarization; inhibition, % at 9.51 µM; 0.33% of 300,000 active;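 active means inhibition above the screen mean inhibition plus 3 SD, computed separately per campaign, cut at about 18% in these data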;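 further: inhibitors lower polarization as less probe binds the enzyme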
MCL1 BIM primary = disrupts human MCL1 binding to BIM-BH3 peptide; GST-MCL1 / FITC-Bim-BH3 fluorescence polarization; inhibition, % at 10.9 µM; 0.68% of 320,000 active;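 active means inhibition above the mean inhibition of all tested compounds plus 3 SD, set per campaign, cut at about 40% in these data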;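 further: 0% = DMSO wells and 100% = unlabeled Bim-BH3 peptide control; higher means more loss of mP so more displacement of Bim peptide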
VLA-4 inh = inhibition in a human VLA-4 binding assay; inhibition, % (about 7 µM as worked out from the volumes in the protocol); 0.2% of 330,000 active; P13612; VLA-4 expressing cells, ligand binding flow cytometry; in the data active means inhibition above about 50%
AGP1-GFP MLPCN = modulators of TOR pathway AGP1-GFP in S. cerevisiae. S. cerevisiae AGP1-GFP multiplex flow cytometry, 3 h; GFP as percent of DMSO wells. GFP response vs DMSO, % at 10 µM. 0.02% of 320,000 active;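 active means GFP response relative to DMSO above a set limit, near screen average plus 3 SD, cut at about 150% in these data; inconclusive means fewer than 70 cells counted for the yeast strain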;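 further: median GFP channel fluorescence of the gated AGP1 strain per well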
MEX-5 binding = C. elegans MEX-5 TCR-2 RNA binding activity; Q9XUB2; MEX-5/FITC-TCR2 RNA binding, fluorescence polarization; stronger effect = lower value; activity score (negative = inhibition of binding), % at 10 µM; 0.38% of 300,000 active; AID 1832;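 active means inhibition past about -25% in most replicates, and total fluorescence under double the plate's negative control median, limit read from the data; inconclusive means replicates evenly split on the limit, or fluorescence at least double controls; inactive means too little inhibition in most replicates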;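 further: 0% = DMSO and -100% = 5 µM competing unlabeled TCR2 RNA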
Target sequence (Q9XUB2 whole entry, looked up): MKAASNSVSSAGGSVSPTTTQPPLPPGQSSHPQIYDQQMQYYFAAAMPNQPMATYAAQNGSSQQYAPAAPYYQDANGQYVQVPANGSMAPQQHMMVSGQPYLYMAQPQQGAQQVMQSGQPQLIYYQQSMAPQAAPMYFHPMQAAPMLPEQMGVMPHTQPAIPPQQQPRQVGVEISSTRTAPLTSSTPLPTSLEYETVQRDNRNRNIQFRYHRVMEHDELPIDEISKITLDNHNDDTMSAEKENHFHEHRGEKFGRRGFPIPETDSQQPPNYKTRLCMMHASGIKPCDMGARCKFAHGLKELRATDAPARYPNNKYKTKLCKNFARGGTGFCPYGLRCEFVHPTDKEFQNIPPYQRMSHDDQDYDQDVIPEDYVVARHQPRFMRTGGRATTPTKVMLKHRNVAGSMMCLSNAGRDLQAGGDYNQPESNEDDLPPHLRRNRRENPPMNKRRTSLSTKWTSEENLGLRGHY
Numbers without * were called inactive; ? = inconclusive; / = no result given; & = joins results of further samples; [ ] = another dose, or the depositor's remark.

SMILES	GLD-1 TGE inh	CIT2-GFP yeast	GRK2 inh	Bcl-xL primary	Fam108B counter	MCL1 BIM primary	VLA-4 inh	AGP1-GFP MLPCN	MEX-5 binding
COc1cc(OC)c(OC)cc1CN1CCC(O)CC1	0	100	0	12	-3	1	-1	107	0.9
CC(C)OC(=O)C1C2C=CC3(CN(Cc4cccs4)C(=O)C13)O2 (stereo unspecified)	-1	83	1	9	2	8	-2	97	1.4
CCc1cc(C=C(Cl)Cl)oc(=O)c1C	-5	90	3	3	4	4	-13	95	-0.7
COc1cccc(C(=O)C(C#N)=C(SC)SC)c1	1	71	0	7	0	-3	31	96	1.5
CCCCN(C(=O)C1CC(=O)N(Cc2ccc(C)cc2)C1)c1c(N)n(CCCC)c(=O)[nH]c1=O (stereo unspecified)	5	87	2	3	1	2	4	99	1.2
CC(C)(CSc1ncccn1)NS(=O)(=O)c1ccccc1	-8	116	0	6	7	3	-5	107	-0.9
Cc1cc([N+](=O)[O-])ccc1NC(=O)c1ccco1	6	83	1	2	0	-1	2	73	3.3
O=C(c1ccc(Cl)cc1Cl)N1CCSCC1	-4	92	0	3	-3	1	-2	106	-1.0
Cc1ccc2nc(C)cc(N/N=C/c3ccc(F)cc3)c2c1	5	96	0	1	-1	1	15	105	0.4
Cc1nn(-c2ccccc2)c(Cl)c1C(=O)Nc1c(C)n(C)n(-c2ccccc2)c1=O	1	102	0	0	1	-1	14	103	-3.2
COc1ccc(C(=O)Nc2cccnc2Cl)cc1OC	7	98	2	6	1	2	16	98	2.5
O=C(Nc1ccc(S(=O)(=O)NC2=NCCCCC2)cc1)c1cc(S(=O)(=O)N2CCOCC2)ccc1F	2	113	0	1	-1	-14	-3	96	0.9
COc1ccc(-c2nc(CN3CCC(C(=O)NC4CCN(Cc5ccccc5)CC4)CC3)c(C)o2)cc1OC	10	95	0	5	0	6	-2	91	-0.2
N=C(N)c1ccccc1	7&5	82&86	0&2	-1&-2	2&-2	1&6	-3&31	88&75	-1.8&2.6
Oc1ccccc1-n1nc2ccc3nonc3c2n1	4	92	3	7	-1	4	3	93	-0.7
CC(=O)N1C(C)(C)CC(=NOC(=O)c2ccc(C)cc2)CC1(C)C	-2	88	1	3	-3	1	-1	92	2.0
O=C(NCCCN1CCOCC1)c1nn(-c2ccccc2)c(=O)c2ccccc12	-6	93	1	-2	-3	1	3	101	1.6
Cc1ccc(N2C(=O)c3sc4nnc(C)c(=O)n4c3C2=O)cc1	6	104	5	5	0	9	5	106	-2.6
COc1ccc(NC(=O)CC(C)C)c([N+](=O)[O-])c1	-1	109	0	0	-4	-6	7	102	1.6
COc1ccc(S(=O)(=O)n2nc(OCc3cccs3)cc2N)cc1	-4	105	0	7	0	9	35	90	-0.4
O=C(Nc1ccc(Cl)cc1)c1cccnc1N1CCCCC1	1	87	1	-1	0	-1	-83	91	0.4
Cc1ccc(C)c(NC(=O)CN(C)C(=O)Cn2c(=O)oc3ccccc32)c1	-11	109	3	-12	-2	-15	-3	109	1.8
O=C(CCN1C(=O)/C(=C/c2ccc(F)cc2)SC1=S)NC1CCS(=O)(=O)C1 (stereo unspecified)	-1	99	0	0	2	7	31	106	-1.1
Cc1nnc(N(C)C(=O)c2cccnc2)s1	1	105	0	4	1	7	12	104	2.4
C=C(C)[C@@H]1CC[C@]2(C(=O)O)CC[C@]3(C)C(CCC4[C@@]5(C)CC[C@H](O)C(C)(C)C5CC[C@]43C)C12 (stereo partly specified)	-2	110	3	-5	-2	-12	-10	107	0.3

Random excerpt: four records from the list, in no set order.
SMILES	GLD-1 TGE inh	CIT2-GFP yeast	GRK2 inh	Bcl-xL primary	Fam108B counter	MCL1 BIM primary	VLA-4 inh	AGP1-GFP MLPCN	MEX-5 binding
Cc1ccc2nc(C)cc(N/N=C/c3ccc(F)cc3)c2c1	5	96	0	1	-1	1	15	105	0.4
CC(=O)N1C(C)(C)CC(=NOC(=O)c2ccc(C)cc2)CC1(C)C	-2	88	1	3	-3	1	-1	92	2.0
Oc1ccccc1-n1nc2ccc3nonc3c2n1	4	92	3	7	-1	4	3	93	-0.7
CC(C)(CSc1ncccn1)NS(=O)(=O)c1ccccc1	-8	116	0	6	7	3	-5	107	-0.9

Carrying on.
SMILES	GLD-1 TGE inh	CIT2-GFP yeast	GRK2 inh	Bcl-xL primary	Fam108B counter	MCL1 BIM primary	VLA-4 inh	AGP1-GFP MLPCN	MEX-5 binding
CCOCCCNC(=O)c1c[nH]c2cc(OC)ccc2c1=O	1	109	0	12	5	11	2	111	0.7
Cc1cc(OC(F)F)ccc1NC(=S)NC1CCCC1	/	74	2	/	/	/	1	?	0.7
NS(=O)(=O)c1ccc(CCNC(=O)CN2C(=O)c3ccccc3S2(=O)=O)cc1	1	100	1	-3	0	-2	-1	106	0.7
Cc1cc(NS(=O)(=O)c2ccc(NC(=O)COc3ccc(C#N)cc3)cc2)nc(C)n1	2	105	1	/	/	/	-14	102	/
Cc1[nH]n(-c2ccccc2)c(=O)c1CCO	6	93	0	4	5	6	7	110	-0.8
CC(C)C(NC(=O)c1ccc(Cl)cc1Cl)C(=O)N1CCC1 (stereo unspecified)	-2	100	0	/	/	/	1	97	/
CC(C)Nc1nc(NC(C)C)nc(Nn2cnnc2)n1	3	101	1	6	-3	1	23	107	0.0
CCOc1ccc(/C=C\C(C)=N\O)cc1	-3	90	4	2	5	-1	-58	93	-2.5
O=C(CSc1nc2ncc(Cl)cc2[nH]1)c1ccc2c(c1)OCO2	5	98	0	-3	-12	-8	0	109	-4.0
COc1ccc(C)cc1S(=O)(=O)Nc1ccncc1	2	97	0	5	-3	0	2	116	-2.5
CCOC(=O)C1CCCN(c2nc3ccccc3nc2C(C#N)C(=O)OC(C)COC)C1 (stereo unspecified)	2	107	2	-2	1	-13	-7	107	0.5
Cc1cccc(C(=O)OCc2cnc(Cl)s2)c1	0	92	0	5	4	2	5	89	0.6
COc1cc(C(=O)OC(C)CN2C(C)CCCC2C)cc(OC)c1OC (stereo unspecified)	-3	110	1	4	1	3	14	102	-1.3
O=C(/C=C/c1cc(Br)ccc1F)OCC(=O)N1CCOCC1	5	95	1	/	/	/	5	93	/
CCOc1cc(C(=O)NC(=S)Nn2cnnc2)cc(OCC)c1OCC	1	89	4	10	1	14	1	102	0.5
CC(=O)c1ccc(OCC(=O)N2CCCC(Nc3ccc(C)c(C)c3)C2)cc1 (stereo unspecified)	6	99[may fluoresce red]	0	2	1	9	-16	100[may fluoresce red]	4.3
Cc1ccc(NC(=O)CN(C)C(=O)COc2cccc3cccnc23)cc1	5	89	0	-2	5	4	9	117	-4.3
Cc1ccc2occ(C(c3nnnn3C3CCCC3)N3CCN(C(=O)c4ccco4)CC3)c(=O)c2c1 (stereo unspecified)	3	90	0	6	4	8	6	91	1.1
COc1ccc(OCC(=O)NNC(=O)C(=O)Nc2ccc(C)cc2)cc1	7	109	0	-1	1	8	1	106	0.3
Cc1cc(C)n2nc(C(=O)Nc3ccc4c(c3)OCO4)nc2n1	4	108	0	13	-1	8	-24	/	-2.2
Nc1nccnc1C(=O)OCc1nc2sc3c(c2c(=O)[nH]1)CCCC3	-5	96	0	-4	-4	0	-11	95	-1.9
C/C(=N\Nc1ccc(Cl)c(C(=O)O)c1)c1ccc(N2CCOCC2)cc1	-1	98	0	6	4	10	1	93	1.3
COc1ccc(S(=O)(=O)Nc2c(C)ccc3nsnc23)cc1OC	0	105	3	7	-4	-4	11	115	-0.2
O=C(NNC(=O)c1ccc(Br)o1)c1csc(N2CCOCC2)n1	6	103	0	0	/	2	25	105	/
COCC(=O)Nc1ccc(S(=O)(=O)N2CCCC2)cc1	3	102	0	7	-5	-5	-5	98	2.1

Following part.
SMILES	GLD-1 TGE inh	CIT2-GFP yeast	GRK2 inh	Bcl-xL primary	Fam108B counter	MCL1 BIM primary	VLA-4 inh	AGP1-GFP MLPCN	MEX-5 binding
CCCCN(C)C(=O)c1cn(CC)c2ccc(S(=O)(=O)N(C)C)cc2c1=O	4	108	0	6	0	11	17	105	0.4
O=[N+]([O-])c1cc(-c2ccc(/C=N\n3cnnc3)o2)cc([N+](=O)[O-])c1	-1	100	2	10	14	29	-4	96	-2.8
COc1ccc(C(=O)NCc2nnc(SCC(=O)Nc3ccccc3F)o2)cc1	5	108	2	2	-4	2	6	101	0.6
Clc1ncc(CN2CCN(c3ccccc3)CC2)s1	9	83	0	3	-1	-2	-8	93	1.1
CCc1cc(C(=O)N2CCN(S(=O)(=O)c3cc(C)ccc3C)CC2)sc1C	-2	90	3	1	/	0	8	96	/
CC(C)(C)NC(=O)C(c1cccs1)N(C(=O)c1csnn1)c1cccc(F)c1 (stereo unspecified)	3	93	3	-1	-7	3	5	95	-1.0
O=C(COC(=O)C1CC(=O)N(Cc2ccco2)C1)c1ccc(OC(=O)c2ccco2)cc1 (stereo unspecified)	5	100	14	-3	0	26	4	100	1.0
O=C(CCl)Nc1cccc(-c2cnc3ccccc3n2)c1	-10	90	3	8	-12	3	-33	99	1.3
Cc1ccc(S(=O)(=O)N2CCN(C(=O)CCn3nc(C)c(C)c3C)CC2)cc1C	2	96[may fluoresce red]	0	5	1	5	3	82[may fluoresce red]	-4.3
COc1cc2[nH]c3ccccc3c2cc1C	2	97	1	-1	0	-5	8	98	1.0
Cc1ccc(CNC(=O)/C(C#N)=C\c2ccc(N(C)C)cc2)cc1	-62	99	0	-2	8	-9	5	104	-60*
CC(C)c1ccccc1NC(=S)N1CCN(S(=O)(=O)c2cccs2)CC1	4	103	2	3	2	3	-1	93	-2.9
Cc1ccc(-c2nc(NC(=O)CSc3ccc4ccccc4n3)ns2)cc1	5	99	0	3	2	5	40	105	-1.7
Cc1cc(C)cc(NC(=O)[C@H](NC(=O)[C@@H]2Cc3ccccc3CN2)c2ccccc2)c1	-2	107	0	2	-4	-1	-3	104	-2.4

3 of the compounds above, in markdown.
| molecule | GLD-1 TGE inh | CIT2-GFP yeast | GRK2 inh | Bcl-xL primary | Fam108B counter | MCL1 BIM primary | VLA-4 inh | AGP1-GFP MLPCN | MEX-5 binding |
| --- | --- | --- | --- | --- | --- | --- | --- | --- | --- |
| Cc1ccc(CNC(=O)/C(C#N)=C\c2ccc(N(C)C)cc2)cc1 | -62 | 99 | 0 | -2 | 8 | -9 | 5 | 104 | -60* |
| O=C(CCl)Nc1cccc(-c2cnc3ccccc3n2)c1 | -10 | 90 | 3 | 8 | -12 | 3 | -33 | 99 | 1.3 |
| CCCCN(C)C(=O)c1cn(CC)c2ccc(S(=O)(=O)N(C)C)cc2c1=O | 4 | 108 | 0 | 6 | 0 | 11 | 17 | 105 | 0.4 |

Random draw from the library; 2.2% or so of the library scored in one or more.
